ELG1 genotox: inducers of genotoxicity in HEK293T ELG1-luciferase cells. HEK293T ELG1-luciferase reporter, luminescence, 16 h. Potency, µM (doses to about 46 µM), inactives show at the top dose activity change, positive = activation, hits mostly activators. 1.3% of 330,000 active; note: % of control where 0% means no effect; nearly all actives have a fitted effect of over 60% in size
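Genotoxic stress is detected as increased luminescence from luciferase-tagged ELG1 in HEK293T cells, measured with ONE-Glo after a 16 hr treatment at 37 °C.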
BRCA1 expr up: activators of BRCA1 expression | MCF7-BRCA1-FFLuc reporter, luminescence, 48 h; response scale: scaled: vehicle 0%, 10 µM genistein 100% | Potency, µM (doses to about 46.1 µM), without a hit: at the top dose activation, most hits filed as activators | 1.1% of 380,000 active; note: nearly all actives have a fitted effect of over 80% in size; some results filed as inactive show a strong effect at the top dose
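Quantitative HTS in MCF7 cells stably reporting BRCA1 expression via firefly luciferase. Compound treatment lasts 48 h at 37 °C in phenol-red free MEM. Activation is expressed relative to genistein at 10 microM and DMSO.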
p53 reactivation: mutant p53 re-activation in reporter cells; 0.063% of 320,000 active; H1299 p53-A138V BP100-luciferase reporter, luminescence, 24 h; Potency, µM (top dose mostly 92.2 µM), inactives show at the highest dose activity change, positive = activation, usual class: activators; note: % of control where 0% means no effect; nearly all actives have a fitted effect of over 45% in size
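H1299 (p53-null), stable ts p53-A138V + BP100-Luc; 1000 cells/well, Opti-MEM/10% FBS; cpd 4 pt, 1:5; 24 h, 37 deg C, 5% CO2; detection reagent 10 min RT; luminescence.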
VP16 counter: counter-screen for ROR gamma inhibitors: Gal4-VP16 reporter; AID 2546; 3.5% of 310,000 active; Drosophila S2 Gal4-VP16 UAS-luciferase, luminescence, 20 h; Potency, µM (top dose mostly 53.6 µM), for the others: at the top dose activity, negative = inhibition, most hits filed as inhibitors;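 note: Gal4-VP16 expression switched on by copper sulfate through the metallothionein promoter; % is set by controls: 0 for no effect and ±100 for the full control effect; nearly all actives have a fitted effect of over 50% in size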
MBNL1-CUG inh: MBNL1-poly(CUG) RNA binding inhibition. TR-FRET MBNL1-His/biotin-(CUG)12 binding, 665/545 ratio. Potency, µM (top dose mostly 57.5 µM), for the others: at the top dose activity change, negative = inhibition, actives largely listed as inhibitors. 0.036% of 280,000 active. AID 2675; active = well fitted inhibition curve with a large enough effect in the signal ratio, with a control signal flat, not every such curve was filed as active; inconclusive = small, poorly fitted or top-dose-only effect, or effect the other way, or a change in a side signal; inactive = no such curve, though single readings can be large or run the other way; the % refers to the signal ratio; note: % is set by controls: 0 for no effect and ±100 for the full control effect
Target sequence (Q9NR56 whole entry, looked up): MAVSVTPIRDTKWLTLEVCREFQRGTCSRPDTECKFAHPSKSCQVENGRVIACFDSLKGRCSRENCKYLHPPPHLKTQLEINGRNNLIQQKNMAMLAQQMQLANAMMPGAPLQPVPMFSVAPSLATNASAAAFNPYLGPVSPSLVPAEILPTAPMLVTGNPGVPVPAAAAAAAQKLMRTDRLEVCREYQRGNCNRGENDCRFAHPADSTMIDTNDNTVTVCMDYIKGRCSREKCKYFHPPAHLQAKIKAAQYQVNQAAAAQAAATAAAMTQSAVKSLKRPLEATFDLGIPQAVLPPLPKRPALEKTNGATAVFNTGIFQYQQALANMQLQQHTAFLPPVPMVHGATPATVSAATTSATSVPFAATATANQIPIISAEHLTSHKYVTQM
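Ratiometric TR-FRET (665 over 545 nm, excitation 340 nm) tracks disruption of MBNL1-His/biotin-(CUG)12 complex after 60 min at room temperature, with compounds at 92 nM to 58 uM final.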
MLL CXXC-DNA inh: MLL CXXC-DNA interaction inhibition. Q03164. MLL-CXXC / FITC-HOXA9 DNA fluorescence polarization. Potency, µM (doses to about 115 µM), without a hit: at the top dose activity change, negative = inhibition, most hits filed as inhibitors. 0.037% of 290,000 active. AID 2662; active = well fitted inhibition curve with a large enough effect in the polarisation, with a control signal flat, not every such curve was filed as active; inconclusive = small, poorly fitted or top-dose-only effect, or effect the other way, or a change in a side signal; inactive = no such curve, though single readings can be large or run the other way; the % refers to the polarisation
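Purified MLL-CXXC (added from a 7 uM solution) was preincubated 5 min at ambient with pinned compounds in 50 mM Tris-HCl pH 7.5, 50 mM NaCl, 1 mM DTT, 0.05% BSA. Fluorescein-labeled HOX-A9 DNA (50 nM solution) followed, 30 min, then polarization read.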
uPA generation: blocks generation of uPA at the cell surface; AID 540303; 0.31% of 330,000 active; Potency, µM (titrated, usually from 38.3 µM), for inactives: at the top dose activity change, negative = inhibition, usual class: inhibitors; cell surface uPA generation assay, qHTS; active = well fitted inhibition curve with a large enough effect; inconclusive = small, poorly fitted or top-dose-only effect; inactive = no such curve, though single readings can be large or run the other way; tested in mouse RAW 264.7 cells; note: % is set by controls: 0 for no effect and ±100 for the full control effect; nearly all actives have a fitted effect of over 55% in size
FLuc counter: counter-screen for miR-21 project: firefly luciferase inhibitors or activators | AID 588342 | 6.9% of 360,000 active | purified FLuc, Km substrates, luminescence inhibition | Potency, µM (doses to about 57.5 µM), inactives show at the highest dose activity change, negative = inhibition, actives largely listed as inhibitors | P08659;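 note: plate controls were vehicle for no effect and reference inhibitor for full effect; nearly all actives have a fitted effect of over 55% in size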
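Purified P. pyralis luciferase, 10 nM final, with Km-level 10 uM D-luciferin and 10 uM ATP in 50 mM Tris acetate pH 7.5, 10 mM Mg acetate, 0.01% Tween-20, 0.05% BSA; 6-point qHTS titration about 60 µM downward; luminescence read.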
Rab9 prom act: activators of Rab9 promoter | Potency, µM (highest dose often 9.22 µM), without a hit: at the highest dose activation, negative = inhibition, hits mostly activators | 2.8% of 320,000 active | AID 485297 | Huh7 Rab9 promoter-luciferase reporter, luminescence, 24 h; note: % of control where 0% means no effect; nearly all actives have a fitted effect of over 60% in size
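Huh7 cells stably carrying Rab9 promoter–luciferase reporter, plated 1500 cells/well, compound added after 2 h and incubated 24 h at 37 °C; luciferase luminescence then read after 10 min with detection reagent.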
RORg inh: blocks mouse ROR gamma transcriptional activity. Drosophila S2 Gal4-RORgamma UAS-luciferase reporter, 20 h. 5.4% of 310,000 active. Potency, µM (titrated, usually from 53.6 µM), without a hit: at the top dose activity change, negative = inhibition, actives largely listed as inhibitors. P51450. AID 2551; note: % is set by controls: 0 for no effect and ±100 for the full control effect; nearly all actives have a fitted effect of over 60% in size
Target sequence (P51450 whole entry, looked up, the tested form may be a part): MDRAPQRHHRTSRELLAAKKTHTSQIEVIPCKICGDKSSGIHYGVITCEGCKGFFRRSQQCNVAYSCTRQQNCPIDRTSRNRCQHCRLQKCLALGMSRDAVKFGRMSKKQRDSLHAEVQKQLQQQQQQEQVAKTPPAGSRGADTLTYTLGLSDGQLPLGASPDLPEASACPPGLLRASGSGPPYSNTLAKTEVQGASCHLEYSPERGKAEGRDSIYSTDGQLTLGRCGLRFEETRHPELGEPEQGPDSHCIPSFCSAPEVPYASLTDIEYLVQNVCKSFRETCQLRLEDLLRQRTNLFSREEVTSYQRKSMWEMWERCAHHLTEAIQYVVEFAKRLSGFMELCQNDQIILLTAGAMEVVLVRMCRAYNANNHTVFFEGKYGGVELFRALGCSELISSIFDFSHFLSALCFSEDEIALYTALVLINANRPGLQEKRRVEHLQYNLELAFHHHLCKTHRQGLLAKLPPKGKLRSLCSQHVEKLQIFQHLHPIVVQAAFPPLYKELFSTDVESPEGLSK
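Read-out: Photinus luciferase luminescence; inhibitors lower reporter signal. Insect Schneider cells with Gal4-ROR gamma fusion under metallothionein promoter, UAS reporter; 700 uM final copper sulfate induction, 20 hr, ambient temperature.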
NPC1 prom act: activators of NPC1 promoter. 2.4% of 320,000 active. Huh7 NPC1 promoter luciferase reporter, 24 h. Potency, µM (top dose mostly 9.22 µM), inactives show at the top dose activation, usual class: activators;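 note: % of control where 0% means no effect; nearly all actives have a fitted effect of over 60% in size; reporter is driven by a mutant NPC1 promoter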
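Stably transfected Huh7 (NPC1 promoter→luciferase), 1500 cells/well in Opti-MEM + 10% FBS, 2 h settle, then compound 24 h at 37 °C. Luminescence after 10 min with Amplite reagent.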
Numbers without * were called inactive; ? = inconclusive; / = not tested or not shown; [ ] = remark or other dose. Unless noted, calls come from the whole dose curve; as a rule, active = well fitted curve in the direction sought with a large enough effect; inconclusive = small, poorly fitted or top-dose-only effect, or another doubt; inactive = no such curve, though single readings can be large; an effect the other way counts as inactive or inconclusive. Potency is the fitted concentration of half-maximal effect. The list is partial; rates above refer to the full screens.

SMILES | ELG1 genotox | BRCA1 expr up | p53 reactivation | VP16 counter | MBNL1-CUG inh | MLL CXXC-DNA inh | uPA generation | FLuc counter | Rab9 prom act | RORg inh | NPC1 prom act
Cc1nn(Cc2ccc(Cl)cc2)c(C)c1NC(=O)c1cc(-c2ccc3c(c2)OCO3)on1 | -10% | -64% | -36%[inhibitor] | -14% | 1% | 2% | / | 1% | -6% | 15% | -5%
COc1ccc(Cl)cc1NS(=O)(=O)c1c(C)[nH]c(C)c1C(=O)N1CCCCC1 | 1% | 5% | -1% | 1% | -5% | 15% | 9% | -1% | -5% | 11% | -2%
CCc1nc(CN2CCN(c3cc(C(F)(F)F)ccn3)CC2)c(C)[nH]1 | -6% | -12% | 0% | 5% | -3% | -5% | -17% | 0% | -14% | -20% | -7%
CN(Cc1cc2ccccc2[nH]c1=O)C(=O)C1CCCCC1 | 4% | -5% | 1% | -1% | -2% | 3% | 4% | -4% | 3% | -15% | 5%
O=C(CN1C(=O)NC(Cc2c[nH]c3ccccc23)C1=O)Nc1ccc(F)c(F)c1F (stereo not drawn) | 0% | -8% | -2% | / | / | / | 6% | 3% | 0% | / | 1%
O=S1(=O)CCN(Cc2ccc(Cl)c(Cl)c2)CC1 | -3% | -15% | -5% | 7% | -11% | 1% | 17% | 2% | -2% | 19% | -4%
Cc1nn2c3ccccc3n(Cc3ccccc3)c2nc1=O | -1% | 21% | 11% | -17% | -8% | -7% | -1% | 1% | 0% | -41% | -1%
Cc1sc2ncnc(N3CCC(C(=O)Nc4nc(-c5ccc(F)cc5)cs4)CC3)c2c1C | -1% | -21% | 5% | / | / | / | -1% | 3% | -14% | / | -9%
O=S(=O)(NN1CCOCC1)c1cc(Cl)cc(Cl)c1O | 3% | -3% | 15% | -2% | -1% | 6% | 0% | 1% | 7% | -37% | -5%
O=C(NC(=S)N1CCN(c2ccc(F)cc2)CC1)C12CC3CC(CC(C3)C1)C2 | 0% | -15% | -2% | 3.2µM* | / | 7% | -4% | 7% | -3% | 1.3µM* | -3%
CCOC(=O)N1CCN(C(=O)CSc2nc3c([nH]c4ccccc43)c(=O)n2C)CC1 | ? | -2% | 3% | -8% | -4% | -5% | 8% | -1% | 1% | 41% | -2%
COc1cccc(OC)c1OCCCN1CCC(Cc2ccccc2)CC1 | -14% | -20% | / | / | -1% | 2% | -6% | 1% | -8% | / | -4%
CSCCC(NC(=O)c1ccccc1)C(=O)N1CCCCCCC1 (stereo not drawn) | 1% | 1% | -1% | / | / | / | 4% | 1% | -7% | / | -3%
COc1ccc(N2CC(C(=O)NCCN3C(=O)S/C(=C\c4cccnc4)C3=O)CC2=O)c(OC)c1 (stereo not drawn) | -3% | -22% | -4% | / | / | / | -4% | 3% | -2% | / | 8%
COC(=O)c1cccc(NC(=S)NCc2ccc(Cl)cc2)c1 | -3% | -7% | -5% | 4%[0.365 µM] | 0% | 4% | 2% | 5% | -2% | ? | 1%
CC(C)(C)NC(=O)NC(=O)CN1CCN(c2cccc(Cl)c2)CC1 | -9% | -24% | -2% | ? | 5% | 1% | -9% | 1% | -2% | ? | -9%
CCOCCCNc1nc(C)nc2c1nnn2Cc1c(F)cccc1Cl | -3% | -19% | -1% | 4% | 1% | -1% | -6% | 5% | -9% | -9% | -5%
Clc1ccc(Cn2cccc2C2=NCCO2)cc1 | -2% | -2% | -1% | -2% | -1% | 1% | 4% | 4% | 0% | -5% | -7%
CC(=O)Nc1ccc(S(=O)(=O)N2CCN(S(=O)(=O)c3ccccc3)CC2)cc1 | 4% | 8% | / | -9% | -5% | 5% | 13% | 5% | -2% | 27% | 1%
O=C(CN1CCC(NC(=O)c2ccccc2Cl)CC1)NCc1ccccc1 | 1% | 3% | -1% | -15% | -4% | 4% | -3% | -1% | -1% | -13% | -4%
CC(=O)N1CCN(c2nc(N)c(C#N)c(CC#N)c2C#N)CC1 | 0% | -25% | 0% | 6% | / | -7% | 1% | 0% | 3% | 19% | 0%
CC(=O)Nc1ccc(OCCOc2ccc(NC(C)=O)cc2)cc1 | 3% | -35% | -8% | 1% | 3% | 7% | -3% | -2% | 6% | 26% | -1%
COc1ccc(C(=S)N2CCNCC2)cc1 | -1% | 1% | 0% | -6% | -2% | 6% | 1% | -1% | 1% | 23% | -4%
CCOC(=O)C1=C(c2ccccc2)NC(SCC)=C(C#N)C1c1cccnc1 (stereo not drawn) | -2% | -46% | 12% | -9% | -3% | -11% | -6% | 1% | -1% | -29% | -3%
Cn1nnnc1-c1cc(Cl)cc(Cl)c1 | 1% | -8% | -4% | 1% | 5% | 2% | -2% | 0% | 1% | -2% | -2%
C=CCN1C(=O)C(C)(C)N(C(=O)c2cccc([N+](=O)[O-])c2)c2ccccc21 | -8% | -2% | / | 16% | ? | -1% | 11% | -1% | -6% | 17% | 0%
Cc1ccc(/C=C2\C(=N)N3N=C(CC(=O)N4CCCCC4)SC3=NC2=O)cc1 | 0% | 4% | 2% | -3% | -1% | -1% | 3% | ? | -1% | -15% | -5%
COc1ccccc1Nc1nc(-c2cccc([N+](=O)[O-])c2)nc2ccccc12 | 2% | -45% | 2% | -10% | 3% | -4% | 3% | 3% | -5% | 1% | -4%
Cn1cnnc1SCC(=O)Nc1c(F)cc(F)cc1Br | 0% | 0% | 1% | 5% | -15% | 3% | 1% | 3% | -2% | -9% | -4%
CN=C1SC(CC(=O)Nc2cccc(Cl)c2Cl)C(=O)N1C (stereo not drawn) | -1% | 0% | -2% | -5% | -1% | 9% | 2% | 1% | 1% | -9% | 0%
COC(=O)C1=C(C)NC2=C(C(=O)CCC2)C1c1cn(Cc2ccc(Br)cc2)nc1-c1ccccc1 (stereo not drawn) | 1% | -55% | -15% | 1% | -3% | -3% | -3% | -1% | -3% | ? | -3%
O=S(=O)(Nc1cccc2nsnc12)c1ccccc1 | -2% | -1% | -4% | 0% | ? | 5% | -11% | -2% | 3% | -20% | -6%
Cc1ccc(NC(=O)CO/N=C(\N)c2nonc2N)cc1C | -1% | -20% | -4% | -3% | / | 8% | -3% | -16% | -7% | 20% | -7%
N#CC(c1ccccc1F)(c1ncc(C(F)(F)F)cc1Cl)N1CCOCC1 (stereo not drawn) | 0% | 37% | 0% | 3% | 4% | -3% | / | 1% | -4% | -9% | -1%
COC(=O)c1ccc(COC(=O)C2CC(O)CN2S(=O)(=O)c2ccc([N+](=O)[O-])cc2)cc1 (stereo not drawn) | 0% | 65% | 1% | / | / | / | 2% | -2% | 4% | / | 8%
O=C(c1ccc2oc(CCc3ccccc3)nc2c1)N1CCC(O)CC1 | ? | ? | ? | -1% | 10% | 4% | -4% | 11µM* | 1µM* | -17% | 1.3µM*
CS(=O)(=O)N1CCN(C(=O)c2csc3ccccc23)CC1 | 4% | 0% | -16% | 15% | 14% | 3% | / | 3% | -2% | -9% | 0%
CCC(=O)N1CCc2cc(S(=O)(=O)CCC(=O)NCCc3ccc(OC)c(OC)c3)ccc21 | -1% | 4% | 1% | 6% | 4% | 0% | -4% | 1% | -1% | -22% | -1%
Cc1sc2nc(SCC(=O)NCc3ccco3)n(CCc3ccccc3)c(=O)c2c1C | 7% | -38% | -8% | ? | 5% | 2% | -2% | -2% | -14% | 13µM* | 0%
COc1ccc(NC(C)=O)cc1NC(=O)CSc1nnc(C2CCCCC2)n1N | 0% | -21% | 4% | -2% | 0% | 2% | -3% | -1% | -1% | -4% | 1%
COc1ccc(C(CNC(=O)c2ccc(C)c(S(=O)(=O)N3CCCCC3)c2)N(C)C)cc1OC (stereo not drawn) | 3% | 3% | 1% | -16% | -4% | 6% | -7% | -1% | 2% | 6% | -1%
CC(C)(C)N1CCC1C(N)=O (stereo not drawn) | -8% | / | 0% | -12% | -5% | 3% | / | -1% | -4% | 2% | 7%

A portion from the list above, as a working copy:
SMILES | ELG1 genotox | BRCA1 expr up | p53 reactivation | VP16 counter | MBNL1-CUG inh | MLL CXXC-DNA inh | uPA generation | FLuc counter | Rab9 prom act | RORg inh | NPC1 prom act
COc1ccc(NC(C)=O)cc1NC(=O)CSc1nnc(C2CCCCC2)n1N | 0% | -21% | 4% | -2% | 0% | 2% | -3% | -1% | -1% | -4% | 1%
COc1ccc(C(CNC(=O)c2ccc(C)c(S(=O)(=O)N3CCCCC3)c2)N(C)C)cc1OC (stereo not drawn) | 3% | 3% | 1% | -16% | -4% | 6% | -7% | -1% | 2% | 6% | -1%

Screening results from PubChem BioAssay.
